High-throughput results as filed in PubChem BioAssay.
EPAC2 agonist: EPAC2 (human) agonism; Potency, µM (top dose mostly 154 µM), without a hit: top-dose activation, hits mostly activators; EPAC2 activation, biochemical qHTS; response scale: 100% = 6.5 mM cAMP response; Q8WZA2; actives 0.079% (n = 360,000); further: potency means the concentration at half of the fitted maximal effect; nearly all actives have a fitted effect of over 50% in size
Target sequence (Q8WZA2 whole entry, looked up): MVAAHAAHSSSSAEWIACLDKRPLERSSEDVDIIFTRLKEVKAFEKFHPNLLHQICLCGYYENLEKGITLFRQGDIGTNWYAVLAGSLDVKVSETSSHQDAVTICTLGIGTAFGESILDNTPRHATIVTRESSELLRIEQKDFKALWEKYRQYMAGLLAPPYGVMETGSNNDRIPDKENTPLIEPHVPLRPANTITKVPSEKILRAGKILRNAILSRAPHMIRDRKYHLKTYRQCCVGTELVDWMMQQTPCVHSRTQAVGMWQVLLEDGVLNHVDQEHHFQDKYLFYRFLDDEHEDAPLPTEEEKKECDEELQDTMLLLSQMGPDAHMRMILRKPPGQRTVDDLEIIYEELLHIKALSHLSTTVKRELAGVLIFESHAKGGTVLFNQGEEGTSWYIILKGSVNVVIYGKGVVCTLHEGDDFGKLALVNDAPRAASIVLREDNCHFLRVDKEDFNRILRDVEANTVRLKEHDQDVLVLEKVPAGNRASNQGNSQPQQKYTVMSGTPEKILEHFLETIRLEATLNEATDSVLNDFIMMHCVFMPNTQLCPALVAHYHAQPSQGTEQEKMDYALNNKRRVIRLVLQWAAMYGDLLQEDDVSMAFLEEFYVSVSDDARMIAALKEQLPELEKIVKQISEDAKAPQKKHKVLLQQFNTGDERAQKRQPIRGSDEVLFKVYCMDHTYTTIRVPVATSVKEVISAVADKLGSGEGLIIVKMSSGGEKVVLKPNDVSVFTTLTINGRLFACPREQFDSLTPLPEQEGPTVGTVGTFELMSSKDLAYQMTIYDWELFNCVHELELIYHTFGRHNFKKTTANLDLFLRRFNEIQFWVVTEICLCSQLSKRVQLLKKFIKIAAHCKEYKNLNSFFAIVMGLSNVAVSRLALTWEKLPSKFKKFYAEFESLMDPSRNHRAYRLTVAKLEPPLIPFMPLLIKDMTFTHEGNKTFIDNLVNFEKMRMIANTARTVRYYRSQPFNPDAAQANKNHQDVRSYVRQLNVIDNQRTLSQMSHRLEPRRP
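qHTS, titration series. 100 nM EPAC2 / 250 nM Rap1B-BODIPY-GDP / 50 uM GDP; RT; ex 480/em 540 nm, 5-min reads to 30 min. Norm. to 6.5 mM cAMP = activation.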
TDP-43 yeast inh: rescues yeast growth from TDP-43 toxicity; TDP-43 expressing yeast growth rescue, BacTiter-Glo, 24 h; Potency, µM (doses to about 46.1 µM), for the others: at the top dose growth rescue (activation), actives largely listed as activators; actives 1.8% (n = 410,000); further: potency means the concentration at half of the fitted maximal effect; % of control where 0% means no effect; nearly all actives have a fitted effect of over 50% in size
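In this qHTS, compounds that restore growth of yeast expressing TDP-43 appear as activators. Cells (OD600=0.02, galactose medium, raffinose-pregrown) are incubated with compound 24 hr at 30 deg C and growth is quantified by BacTiter-Glo.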
D3 antag: D3 dopamine receptor (human) antagonism; P35462; D3R cells, DiscoveRx beta-arrestin luminescence, antagonist mode; hits give low values; max response, negative = inhibition, %; actives 2.5% (n = 360,000); in the data active means max response below about -50%; inconclusive means no clear call, values can overlap the other calls; further: on the % scale 0 is the no-effect control and ±100 the full control effect; mostly tested at two doses, the higher about 12 µM
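Cells plated overnight at 1500 cells/well, then exposed to library compounds with dopamine controls for 90 minutes at 37 degrees C. DiscoveRx reagent added for 30–60 minutes at room temperature; luminescence read, quantitative HTS format.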
Abeta yeast res: restores growth of yeast expressing A-beta42 peptide. yeast expressing A-beta42, growth rescue, OD600, 48 h; response scale: 0% DMSO, 100% iron-clioquinol control. Potency, µM (top dose mostly 46.1 µM), inactives show at the top dose growth rescue, actives largely listed as activators. actives 0.063% (n = 410,000). AID 1347071; further: potency means the concentration at half of the fitted maximal effect; nearly all actives have a fitted effect of over 55% in size
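Growth rescue measured by 600 nm absorbance after 48 h yeast culture at 30 C with compound. Values normalized between DMSO and an equimolar ferric chloride plus clioquinol control.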
FUS suppressor: suppressors of FUS proteinopathy in yeast. S. cerevisiae FUS-expressing, growth rescue, OD600, 24 h. Potency, µM (top dose mostly 76.6 µM), for inactives: at the highest dose growth rescue (activation), actives largely listed as activators. actives 0.24% (n = 390,000). AID 1347120;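 further: potency means the concentration at half of the fitted maximal effect; plate controls were DMSO vehicle for no effect and reference control for full effect; nearly all actives have a fitted effect of over 55% in size; some results filed as inactive show a strong effect at the top dose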
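Read-out: OD at 600 nm after 24hr at 30C, reporting rescue of FUS-induced yeast toxicity. Cells at OD 0.005 in galactose (2%) minimal medium; compounds tested in a dilution series; CP55940 titration from 92uM final as control.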
EPAC2 antag: antagonists of human EPAC2; Q8WZA2; EPAC2 GEF exchange of Rap1B-BODIPY-GDP, fluorescence; Potency, µM (highest dose often 114 µM), for the others: at the highest dose activity, negative = inhibition, actives largely listed as inhibitors; actives 0.18% (n = 360,000); further: potency means the concentration at half of the fitted maximal effect; on the % scale 0 is the no-effect control and ±100 the full control effect; nearly all actives have a fitted effect of over 45% in size; many of its hits are not listed in these tables
aSyn yeast inh: inhibitors of alpha-synuclein toxicity in yeast | Yeast expressing alpha-synuclein, growth rescue, BacTiter-Glo, 24 h | Potency, µM (titrated, usually from 46.1 µM), without a hit: at the highest dose growth rescue (activation), hits mostly activators | actives 0.14% (n = 370,000) | AID 652106; further: potency means the concentration at half of the fitted maximal effect; % of control where 0% means no effect; nearly all actives have a fitted effect of over 65% in size
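Screening used galactose-induced yeast with toxic alpha-synuclein levels, exposed to compound for 24 hr at 30 deg C. Cell growth, read with BacTiter-Glo luminescence, gave the measured signal.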
DRD3 agonist: D3 dopamine receptor (human) agonism. P35462. D3R DiscoveRx beta-arrestin cells, luminescence, 90 min. max activation, %. actives 0.58% (n = 410,000). AID 652048; in the data active means max activation above about 30%; further: 0% is about no effect; mostly tested at two doses, the higher about 12 µM
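Cells at 1500/well, incubated overnight, then treated with pinned compounds (dopamine as control) for 90 min at 37 degrees C. DiscoveRx reagent added for 30 - 60 minutes at room temperature; luminescence read.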
Starred values were filed as active, the others as inactive; u = inconclusive; x = not tested or not shown; [ ] = remark or other dose. Unless noted, the call rests on the fitted dose curve; in most records, active means well fitted curve in the direction sought with a large enough effect; inconclusive means small, poorly fitted or top-dose-only effect, or another doubt; inactive means no such curve, though single readings can be large; an effect the other way counts as inactive or inconclusive.

SMILES | EPAC2 agonist | TDP-43 yeast inh | D3 antag | Abeta yeast res | FUS suppressor | EPAC2 antag | aSyn yeast inh | DRD3 agonist
O=C(NC(c1ccc2c(c1)OCO2)c1ccccn1)C1CCN(CCOc2ccccc2)CC1 (stereo unspecified) | 9% | 16% | -72* | -12% | 2% | 2% | -1% | 8
CCC[C@@H](CN1CCC[C@H]1CN1C(N)=NC[C@H]1CC(C)C)N1C[C@@H](Cc2ccccc2)N(CCc2ccc(Cl)c(Cl)c2)C1=N | 10% | 0% | -29 | -47%[inhibitor] | 21% | 9% | -35%[inhibitor] | -23
COC(=O)C1C2C=CC3(CN(C(C)c4ccc(OC)cc4)C(=O)C13)O2 (stereo unspecified) | -1% | -6% | 15 | -6% | 16% | 17% | -4% | 0
COc1ccc(-n2c(CNc3ccc(C)cc3)nnc2SCc2ccccc2)cc1 | 15% | -13% | -17 | 3% | x | -1% | u | -8
Cc1cc(C(N)=O)c2ccccc2n1 | 7% | -9% | 13 | 11% | -13% | 9% | -1% | 3
Cc1ccc(C(=O)NCCn2cc(SCC(=O)Nc3cc(C)on3)c3ccccc32)cc1 | 10% | 5% | 23 | -15% | -17% | -3% | -1% | -3
Cc1cc(C)c2c(N)c(-c3nnc(SCc4ccc(Cl)cc4)n3C)sc2n1 | 3% | -14% | 3 | 10% | -8% | 3% | 2% | 14
CCOc1nc(N2CCOCC2)nc(N2CCOCC2)n1 | 0% | -1% | 5 | -3% | 14% | -1% | 0% | 5
S=c1[nH]nc(COc2ccccc2)n1C1CCCCC1 | 4% | u | 76 | 19%[9.22 µM] | -28% | 1% | -1% | -3
CCN(CC)C(=O)CSc1nc2cc3c(cc2c(=O)n1Cc1ccc2c(c1)OCO2)OCO3 | 0% | 4% | -18 | 3% | 7% | 10% | -10% | 0
COc1cc(OC)cc(-c2nc(-c3ccc(Br)cc3)no2)c1 | 6% | -18% | 13 | 10% | 19% | 15% | 2% | -5
Cc1cc(C(=O)O/N=C(\N)c2ccncc2)ccc1[N+](=O)[O-] | -1% | u | -3 | -11% | -20% | -6% | -1% | 6
Cc1ccc(C(=O)Nc2ccc(C(=O)OCc3cc(=O)n4ccsc4n3)cc2)cc1 | x | 26% | x | 3% | 5% | x | x | 6
CCOc1ccc2nc(Cl)c(/C=C/C(=O)c3ccco3)cc2c1 | 3% | u | -5 | -7% | 27% | 0% | -5% | -3
CCOC1=C2[C@H](c3ccc(Cl)cc3)N(S(=O)(=O)c3ccc(C)cc3)C[C@H]2n2c(=O)n(-c3ccccc3)c(=O)n2C1 | 1% | 0% | 13 | -1% | -9% | 5% | 0% | 6
CCOC(=O)N1CCN(C(=O)COC(=O)c2ccc(Cl)nc2)CC1 | -9% | 0% | 16 | -4% | x | 7% | 1% | -4
CCOC(=O)Nc1c(O)ccc2oc(C)c(-c3ccccc3)c12 | 2% | 0% | -3 | 3% | -9% | 0% | 17% | -5
CC(C)(C)OC(=O)Nc1ccccc1-n1nnnc1C(C(=O)c1ccc(F)cc1)N1CCOCC1 (stereo unspecified) | 12% | 14% | -14 | -3% | 12% | 0% | u | -5
COC(=O)C1=C(C)N(CC(C)C)C(=O)C1 | -4% | -10% | 8 | 2% | 2% | 3% | 0% | 11
COCc1cc(=O)n2c([nH]c3ccccc32)c1C#N | 6% | -15% | 9 | -10% | -3% | -5% | -7% | -5
COc1ccc2cnn(-c3ccc(OC(F)(F)Cl)cc3)c(=O)c2c1OC | 0% | 2% | 16 | -2% | 7% | 3% | 4% | -1
CCc1ccccc1-n1c(-c2ccncc2)n[nH]c1=S | -8% | -13% | 21 | 10% | -6% | 10% | 5% | 19
O=S(=O)(c1ccc2nnn(O)c2c1)N1CCOCC1 | -2% | 9% | 6 | -3% | -27% | 6% | 9% | 2
Nc1nnc(CSCc2ccccc2Cl)s1 | -7% | -7%[1.82 µM] | 1 | 0% | 12% | -12% | 0% | 17
COc1c(C)cc(C(=O)C2CCCN(C(=O)Cn3nc(C)nc3C)C2)cc1C (stereo unspecified) | 5% | -9% | 3 | 10% | 18% | 7% | 0% | 1
Cc1ccc(-c2ccc(C3=CC(=O)CC(C)(C)C3=O)cc2)cc1 | 3% | u | 5 | 8% | -23% | -2% | 0% | 4
N#Cc1cc2c(nc1SC1CC(=O)N(c3ccccc3)C1=O)CCC2 (stereo unspecified) | 6% | 13% | -2 | -5% | 15% | 11% | 2% | 3
COc1ccc(S(=O)(=O)Nc2ccc(N3CCOCC3)cc2)cc1 | 15% | -15% | -6 | -10% | -20% | 8% | -3% | -9
CC(=O)/C=C/n1c(=S)oc2ccccc21 | 8% | u | -85* | -77%[inhibitor] | 9% | 7% | 11% | -34
CO/N=C/NC(=O)c1cn(-c2ccc(F)cc2)c(=O)c2ccccc12 | 6% | 19% | -12 | 19% | 9% | -4% | 0% | 2
Cc1ccn2c(C(=O)N/N=C\c3ccccc3[N+](=O)[O-])c(C)nc2c1 | -14% | -7% | 18 | 16% | 4% | 2% | -7% | 2
CC(C)=CCN1CCN(Cc2cnc(N3CCOCC3)s2)CC1CCO (stereo unspecified) | 13% | -28% | -18 | -15% | 23% | -5% | -4% | 0
Cc1ccc2c(CN3CCN(CCO)CC3)cc(=O)oc2c1 | 4% | -7% | u | 5% | 9% | -4% | -1% | -6
COc1ccc(C(=O)Nn2c(CC(C)C)nc3cc(Cl)ccc3c2=O)c(OC)c1 | 6% | -11%[1.82 µM] | 3 | 6% | 7% | -11% | 2% | 8
CCn1c(=O)c(C(=O)NC(C)c2ccccc2)c(O)c2ccccc21 (stereo unspecified) | 7% | 3% | 14 | -19% | -22% | -4% | 5% | 6
Cc1ccccc1-c1nnn(C/C(N)=N/O)n1 | 8% | 3% | 9 | 0% | -23% | 3% | -4% | -8
CC1CN(S(=O)(=O)c2ccc(CN3C(=O)c4cccnc4C3=O)s2)c2ccccc2O1 (stereo unspecified) | 11% | 21% | 5 | -11% | 34% | -25% | u | 1
O=C(CSc1nnc(NCc2ccccc2)s1)N1CCOCC1 | -2% | 17% | -5 | 3% | x | -6% | -1% | 1
CC(=O)Nc1ccc2nc(C3CC3)n(Cc3ccc(Cl)cc3)c(=O)c2c1 | 2% | 17% | 6 | 17% | -32% | 3% | 0% | -10
CCCCCCCCNCCS(=O)(=O)NN1CCOCC1 | 0% | 13% | 36 | 0% | 4% | -6% | 3% | -30
O=C(NCCc1c[nH]c2ccccc12)c1cc2ccccc2oc1=O | 4% | 8% | 3 | 11% | 16% | -2% | 1% | 5
C[C@H](CO)N1C[C@H](C)[C@@H](CN(C)C(=O)Nc2ccccc2)Oc2ccc(NS(=O)(=O)c3ccc(F)cc3)cc2C1=O | -5% | 7% | 13 | 5% | 22% | -7% | 2% | 37*
COC(=O)c1ccc2nc(-c3cccc(Br)c3)c(Cc3ccccc3C(F)(F)F)n2c1 | -9% | 20% | 0 | -7% | -7% | -9% | 1% | 3
NS(=O)(=O)c1cccc(NC(=O)CCS(=O)(=O)c2ccc(Cl)cc2)c1 | 11% | -18% | 0 | x | 0% | 2% | -4% | -3
CSc1ccccc1NC(=O)Cn1nc([N+](=O)[O-])cc1C | 0% | 17% | 10 | 7% | -5% | -13% | 0% | 0
COc1ccc(-c2ccc(OC(=O)NC3CCS(=O)(=O)C3)cc2)cc1 (stereo unspecified) | 14% | u | -28 | -23% | 5% | -5% | -6% | 1
Cc1ccc(S(=O)(=O)N2CCCN(c3nc4cc(C)ccc4cc3C#N)CC2)cc1 | 22% | 4% | 5 | -9% | 0% | -1% | -7% | -4
CCc1ccc(NC(=O)Cn2c(=O)n(-c3ccc(Cl)c(Cl)c3)c(=O)c3c(C)c(C)sc32)cc1 | x | 13% | x | -8% | -10% | x | x | -8
CCN(CC)CC(=O)Nc1scc2c1c(=O)oc1ccccc12 | 3% | 3% | 4 | -8% | 5% | 4% | -4% | 23
CNc1nc2ccccc2n1CC(=O)c1ccccc1 | 5% | -13% | 16 | -4% | 6% | 3% | 4% | 3

(cont.)
SMILES | EPAC2 agonist | TDP-43 yeast inh | D3 antag | Abeta yeast res | FUS suppressor | EPAC2 antag | aSyn yeast inh | DRD3 agonist
CCNC(=O)C1CCCN(C(=O)c2cc(F)cc(F)c2)CC1 (stereo unspecified) | 6% | 18% | -5 | -6% | -22% | -14% | 0% | 7
CN(C(=O)COc1ccccc1)c1nc(-c2ccc(F)cc2)cs1 | 5% | 9% | 2 | -6% | -5% | 4% | 1% | 2
CCCCCc1nnc(N)s1 | -1% | -15% | 19 | -8% | 26% | -3% | -4% | 4
O=C(Nc1ccc(F)cc1)NC1CCN(Cc2ccccc2)CC1 | 1% | -15% | -28 | -8% | -6% | 2% | 1% | 3
CC(C)c1ccc(NC(=O)CSC2=Nc3ccccc3C3=NC(CCC(=O)NCc4ccco4)C(=O)N23)cc1 (stereo unspecified) | x | 20% | x | -8% | -8% | x | x | 8
O=C(COC(=O)c1ccc(S(=O)(=O)Nc2ccccc2)cc1)NC1CCCC1 | 0% | -18% | -10 | 4% | 6% | u | -1% | 7
Cc1ccc(NC(=O)Cn2nc(-c3ccccc3)nc(Cc3ccc(Cl)cc3)c2=O)cc1 | x | 7% | x | -12% | 15% | x | x | 5
CC(=O)Nc1ccc(S(=O)(=O)Nc2nccc(/C=C/c3ccc(Cl)cc3)n2)cc1 | 11% | 13% | -16 | -3% | 1% | 4% | -9% | 1
Cc1ccc(S(=O)(=O)N(C)C[C@H]2OCCCC[C@H](C)Oc3ccc(NC(=O)Nc4cccc5ccccc45)cc3C(=O)N([C@@H](C)CO)C[C@H]2C)cc1 | -9% | 18% | 13 | 1% | u | 5% | 9% | -3

Taken from above, 3 compounds:
SMILES | EPAC2 agonist | TDP-43 yeast inh | D3 antag | Abeta yeast res | FUS suppressor | EPAC2 antag | aSyn yeast inh | DRD3 agonist
Cc1ccc(NC(=O)Cn2nc(-c3ccccc3)nc(Cc3ccc(Cl)cc3)c2=O)cc1 | x | 7% | x | -12% | 15% | x | x | 5
CC(=O)Nc1ccc(S(=O)(=O)Nc2nccc(/C=C/c3ccc(Cl)cc3)n2)cc1 | 11% | 13% | -16 | -3% | 1% | 4% | -9% | 1
Cc1ccc(S(=O)(=O)N(C)C[C@H]2OCCCC[C@H](C)Oc3ccc(NC(=O)Nc4cccc5ccccc45)cc3C(=O)N([C@@H](C)CO)C[C@H]2C)cc1 | -9% | 18% | 13 | 1% | u | 5% | 9% | -3

These rows are one share of the data; the hit share may differ from the screen's.
